Screening data as filed in PubChem BioAssay.
WT yeast gro inh: growth inhibition of WT yeast, mitochondrial fusion screen; mitochondrial fusion phenotypic screen, WT strain; 2.1% of 190,000 active; inhibition, % at 10 µM; in the data active = inhibition above about 58%; tested in S. cerevisiae
TNAP activators: human TNAP enzyme activators, primary screen, biochemical, luminescent, no phosphate acceptor, uHTS (AID 1001); purified TNAP, luminescent activation assay, no phosphate acceptor; higher activation fold means a stronger effect; 0.03% of 200,000 active; activation fold at 20 µM, or EC50 in µM where a hit was titrated; in the data active = activation fold from about 3, or a potency from the dose series; inactive = the rest, 99 in 100 with activation fold below about 1.6; also: many of its hits are not listed in these tables
Myeloid diff 2: compounds promoting myeloid differentiation; ER-HoxA9 myeloid progenitors, lysozyme-GFP differentiation, flow cytometry; calls only at 10 µM; 1% of 360,000 active; AID 624256;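 active = normalized GFP-positive differentiation at or above the plate's own cutoff, the solvent-only control mean plus 3 SD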;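 also: cells exposed to compound for four days before flow analysis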
K1F lysis inhibition: inhibition of K1F phage lysis, E. coli UTI89, bacterial capsule biogenesis inhibitors, alamar blue (AID 488966); E. coli UTI89 K1F phage lysis, alamar blue, 2 h; higher % means a stronger effect; inhibition, % at 100 µM; hits with a dose series show IC50 in µM; 0.02% of 340,000 active;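 active = phage lysis inhibition, versus mean bacterial control, above a set limit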;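 also: capsule biogenesis inhibitors block K1F phage lysis so surviving cells raise fluorescence; higher fluorescence means more inhibition of phage lysis; actives were called in the ten point dose series up to 300 µM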
M1AAP inhibition: P. falciparum M1AAP inhibitors, biochemical, fluorogenic H-Leu-NHMec substrate, 1536-well (AID 1445) | 0.42% of 220,000 active | one-dose inhibition, % at 30 µM; IC50 in µM for titrated hits | recombinant M1AAP, H-Leu-NHMec fluorogenic kinetic assay; higher % means a stronger effect;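 active = primary inhibition above the hit cutoff, then over 50% inhibition at one or more dose response concentrations, cut at about 23% in these data, passing the limit was not always enough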;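 also: plate controls were DMSO full reaction for no effect and no enzyme background for full effect; strong numbers were not always called active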
Hep lipid drop: modulators of hepatic lipid droplet formation. inhibition, % at 6.5 µM. AML12 mouse hepatocytes, oleate lipid droplets, BODIPY imaging. 0.4% of 240,000 active. AID 1656;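 active = lipid droplet intensity inhibited by at least 50%, with more than 500 cells counted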
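Material – mouse AML12 hepatocyte cell line, fixed after treatment · Compound dosing – one dose, 6.5 µM compound · Times – compound with oleate, overnight · Measured by – Image-based BODIPY and DAPI two-channel analysis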
human PMI inhibitors: MPI inhibition at elevated mannose 6-phosphate – biochemical, fluorescence intensity, high mannose 6-phosphate, primary screen (AID 1220). inhibition, % at 20 µM; hits with a dose series show IC50 in µM. 0.66% of 190,000 active. recombinant PMI enzyme, coupled fluorescence intensity; higher % means a stronger effect
ER stress rescue: protection against thapsigargin-triggered cell killing – 384-well, CSM14.1, ATP luminescence, primary screen (AID 1222); CSM14.1 thapsigargin-induced death rescue, ATP luminescence; higher % means a stronger effect; cellular ATP content (survival), % at 20 µM; hits with a dose series show EC50 in µM; 190,000 tested, under 10 active;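 active = EC50 below 50 µM in the dose-response confirmation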;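 also: death triggered by thapsigargin at about 15 µM added after 2 h compound pretreatment; cell ATP read after overnight thapsigargin exposure of roughly 18 to 22 hours; normalized against plate controls of thapsigargin alone and 5% DMSO vehicle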
human PMI inhibition: MPI enzyme activity inhibition – biochemical, fluorescence intensity, coupled assay, primary screen (AID 1209) | purified PMI enzyme, coupled fluorescence intensity; higher % means a stronger effect | one-dose inhibition, % at 20 µM; IC50 in µM for titrated hits | 0.42% of 190,000 active;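 also: plate controls were DMSO vehicle for no effect and wells lacking substrate for full effect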
WT yeast gro inh mutant strain: further read-out of WT yeast gro inh, marked with its call; inhibition, %; mitochondrial fusion phenotypic screen, mutant strain inhibition
Hep lipid drop cells 6.5 µM: further read-out of Hep lipid drop, marked with its call; cell count; measured here: cell count, cytotoxicity flag;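 cells counted across two imaged fields per well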
Myeloid diff 2 GFP+ MAC1+ %: second read-out of Myeloid diff 2, no call of its own (marks repeat the call); GFP+ MAC1+ double positive, %; measured here: differentiation confirmed by MAC1 staining
Numbers without * were called inactive; i = inactive; / = not tested or not shown; + = active, no number; [ ] = remark or other dose. Rule as the data show it, unless noted: active = inhibition above about 50%; inactive = the rest.

mol	WT yeast gro inh	WT yeast gro inh mutant strain	TNAP activators	Myeloid diff 2	Myeloid diff 2 GFP+ MAC1+ %	K1F lysis inhibition	M1AAP inhibition	Hep lipid drop	Hep lipid drop cells 6.5 µM	human PMI inhibitors	ER stress rescue	human PMI inhibition
Cc1cc2oc(C(=O)N(Cc3ccccc3)C3CCS(=O)(=O)C3)cc(=O)c2cc1Cl (stereo unspecified)	3	-9	1.2	i	14	-1.1%	0%	2	781	0%	-0.1%	1%
CCc1ccc(C(=O)CSc2nnc(C)c(=O)[nH]2)cc1	-1	3	1.1	i	1.0	1.0%	4%	-3	759	6%	-1.0%	8%
Cc1ccccc1-n1ncc2c(SCC(=O)NCc3cccs3)ncnc21	22	19	1.1	i	0.7	-0.3%	-3%	/	/	5%	-1.5%	7%
C=CCSc1nc2sc3c(c2c(=O)n1CC=C)CCc1ccccc1-3	35	1	1.2	i	0.4	5.1%	1%	40	626	34%	-1.3%	10%
C=C(C)CNC(=S)N/N=C(\C)c1ccc(OC)cc1	41	36	1.2	i	0.6	5.0%	9%	-16	585	0%	-0.4%	18%
Oc1ccc2ccccc2c1C=NC1CCCCC1	-2	14	1	i	0.2	-0.9%	5%	-2	699	23µM*	-7.3%	80%*
N#Cc1c(OCC(=O)c2ccccc2)nc2c(c1-c1ccco1)CCc1ccccc1-2	-21	-12	1	i	0.6	0.0%	1%	-6	700	21%	1.3%	-1%
O=C(CCc1ccccc1)NNc1ccc(F)cc1	/	/	/	i	0.3	0.7%	0%	-5	731	/	/	/
FC(F)(F)c1ccc(/C=N/N2CCN(Cc3cccc4ccccc34)CC2)cc1	37	14	0.9	i	0.8	0.8%	14%	/	/	3%	0.0%	2%
O=C(COc1ccc(S(=O)(=O)NC2CCCCC2)cc1Cl)NCc1cccnc1	/	/	1.1	i	1.2	-0.4%	13%	6	753	-11%	-1.2%	2%
Cc1ccc(S(=O)(=O)N2CCN(Cc3cc(C(C)C)ccc3O)CC2)cc1	51	16	1	i	0.0	1.1%	-3%	/	/	7%	0.1%	11%
CC(=O)OCCCN1c2ccccc2Nc2nnc(-c3ccccc3)cc21	-3	-1	/	+	0.2*	5.8%	7%	/	/	5%	-2.6%	12%

Limited to human PMI inhibitors and M1AAP inhibition, for 3 of the compounds above:
compound | human PMI inhibitors | M1AAP inhibition
C=CCSc1nc2sc3c(c2c(=O)n1CC=C)CCc1ccccc1-3 | 34% | 1%
O=C(COc1ccc(S(=O)(=O)NC2CCCCC2)cc1Cl)NCc1cccnc1 | -11% | 13%
N#Cc1c(OCC(=O)c2ccccc2)nc2c(c1-c1ccco1)CCc1ccccc1-2 | 21% | 1%

Next records
mol	WT yeast gro inh	WT yeast gro inh mutant strain	TNAP activators	Myeloid diff 2	Myeloid diff 2 GFP+ MAC1+ %	K1F lysis inhibition	M1AAP inhibition	Hep lipid drop	Hep lipid drop cells 6.5 µM	human PMI inhibitors	ER stress rescue	human PMI inhibition
Cc1ccc(NC(=O)Cc2ccccc2Cl)cc1S(=O)(=O)N(C)C	-11	21	1.1	i	0.4	1.1%[50 µM]	1%	-3	746	-9%	-1.6%	-1%
O=C(O)CSCC(=O)NCc1ccccc1Cl	5	9	1.1	i	0.5	0.8%	11%	-10	620	4%	-1.6%	-5%
CCCOC(=O)Nc1nnc(CCC)s1	-4	11	0.8	i	0.4	1.3%	7%	6	761	-5%	-0.5%	-7%
Cn1cc(C(=O)NCc2ccc(F)cc2)c(=O)c2cc(S(=O)(=O)N3CCCCC3)ccc21	0	3	1.1	i	0.6	1.3%[50 µM]	0%	23	715	7%	-1.5%	9%
C(=N\NC1=Nc2cccc3cccc1c23)/c1ccccn1	68*	36*	0.7	i	0.6	0.6%	8%	4	627	-2%	-2.1%	-10%
C1=C(C(c2nnnn2C2CCCCC2)N2CCCCC2)COc2ccccc21 (stereo unspecified)	/	/	1	i	0.6	0.1%	4%	/	/	7%	1.7%	3%
CC(=N\Nc1ccc(Cl)cc1)/C(=N/O)C(=O)Nc1ccccc1	2	-11	1	i	1.0	1.0%	1%	/	/	4%	-1.3%	4%
COc1ccc(C(=O)N/C(=C\c2cccc3ccccc23)C(=O)NCCc2c[nH]c3ccccc23)cc1OC	-66	-9	1	i	1.7	0.8%[50 µM]	4%	/	/	9%	11%	10%
CCn1cc(C(=O)OCC(=O)NCc2ccccc2Cl)c(=O)c2ccc(C)nc21	13	14	1	i	0.3	6.9%	-1%	-4	693	6%	0.4%	1%
Cc1ccc(C(=O)Nc2nnc(-c3cccs3)s2)cc1C	-3	33	1	i	0.9	0.0%	9%	/	/	-10%	-0.8%	-11%
COc1cccc2cc(C(=O)OC3CCN(C)CC3)c(=O)oc12	4	-3	1	i	2.1	-0.7%	15%	10	578	5%	/	7%
COCCNC(=O)Cn1cc(C(=O)c2ccco2)c2ccccc21	-10	11	1.1	i	0.2	0.1%	10%	2	724	7%	-0.6%	1%
O=C(NC1CCCCC1)c1ccc(S(=O)(=O)c2ccccc2)cc1	9	1	1	i	0.2	/	1%	-4	694	9%	0.4%	13%
CCCc1cc(=O)n2[nH]c(C)cc2n1	5	2	1.1	i	0.6	0.5%	4%	4	655	4%	-2.3%	3%
Cc1ccc(CCNC(=O)C2CCCN(S(=O)(=O)c3c(C)noc3C)C2)cc1 (stereo unspecified)	7	5	1.1	i	0.5	8.6%	11%	/	/	-8%	-0.2%	-4%
O=C(Cn1c(=S)nc2ccccn21)N1CCc2ccccc2C1	1	5	1.1	i	0.6	1.2%	3%	14	736	5%	1.5%	10%
COc1ccc(N=C2NC(=O)C(CC(=O)NCCc3ccc(OC)c(OC)c3)S2)cc1 (stereo unspecified)	-12	-1	0.8	i	0.3	-0.9%	-5%	4	735	0%	0.2%	-1%
Cc1ccc(C)c(Cn2c(O)c(N=NC(=S)Nc3ccccc3F)c3ccccc32)c1	-21	-7	0.8	i	0.7	-0.1%	6%	14	731	-4%	16%	-2%
NC(=S)NNc1ccnc2cc(Cl)ccc12	15	10	0.9	i	0.3	0.6%	7%	-8	689	-4%	/	-8%
O=C1CC(C(=O)Nc2ccc(Cl)cc2[N+](=O)[O-])C2(CCCCC2)O1 (stereo unspecified)	-1	5	1	i	0.1	1.7%[50 µM]	-1%	-5	689	4%	-1.2%	1%
CCOC(=O)Cc1csc(NC(=O)C(C)(C)C)n1	3	10	1.1	i	6.2	-2.4%	-3%	-1	655	9%	/	8%
Cc1ccc(/C=C2\SC(=S)N(CCCC(=O)Nc3ccccn3)C2=O)cc1	-12	-5	0.9	i	0.8	0.3%	3%	/	/	4%	1.5%	-2%
CCOC(=O)c1c(NC(=O)C2C3C=CC(C3)C2C(=O)O)sc2c1CCCC2 (stereo unspecified)	-16	-14	1	i	0.5	-0.5%	18%	4	662	6%	0.6%	3%
CN(C)C=NC(=O)c1cccn1-c1ncc(C(F)(F)F)cc1Cl	17	-3	1.1	i	0.1	-0.1%	-8%	16	711	-2%	-0.6%	-14%
COC(=O)c1ccccc1NC(=O)NC1CC1	3	12	1.1	i	0.3	0.4%	16%	-8	689	3%	0.5%	6%
COc1cc(-c2cc(C(=O)Nc3ccccc3N3CCOCC3)c3ccccc3n2)cc(OC)c1OC	22	11	1.1	i	0.4	0.4%	5%	-5	674	17%	-0.3%	11%
CC1CCCCN1C(=O)c1cc2nc(-c3ccccc3)cc(-c3ccccc3)n2n1 (stereo unspecified)	57	10	1	i	1.2	8.3%	2%	0	739	7%	7.8%	1%
O=C(CCCc1ccccc1)N1CCN(c2ccc([N+](=O)[O-])cc2)CC1	14	-31	1	i	0.3	0.4%	-1%	/	/	15%	2.8%	13%
COC(=O)c1ccc(C)c(NC(=O)c2ccc(Cn3cc([N+](=O)[O-])cn3)o2)c1	1	3	1	i	0.6	0.0%	1%	18	670	-1%	-1.1%	1%
CCn1c(-c2ccc(C(C)(C)C)cc2)n[nH]c1=S	21	27	0.8	i	1.1	-0.2%	4%	8	641	19%	-1.8%	14%
COc1ccc(/C=C\C(=O)NCc2ccc3c(c2)cc(C)n3C)cc1OC	-2	-13	1	i	2.9	0.4%	7%	29	703	-4%	-3.0%	-5%
NC(=O)c1ccc(-n2nnnc2SCc2ccc(F)cc2)cc1	-6	-2	1.1	i	3.5	0.9%	-2%	8	604	7%	/	8%
COC(=O)[C@@H]1CCCN1Cc1c(C(=O)N2CCOCC2)nc2c(C)cccn12	-10	-24	1.2	i	0.2	0.0%	4%	6	679	-6%	-0.7%	4%
CCn1c(=O)cc(OCC(=O)N2CCCCCC2)c2ccccc21	2	26	1.1	i	0.3	-0.2%	12%	-5	768	3%	-2.6%	9%
COc1ccc(OC)c(NC(=O)CC(NC(C)=O)c2ccccc2)c1 (stereo unspecified)	-8	10	1.1	i	0.3	0.5%	5%	-3	717	-5%	0.0%	-3%
Cc1ccc(NC(=S)NCCc2ccccc2)nc1	-3	12	1.1	i	1.1	0.2%	-2%	-16	651	16%	-1.3%	20%
CNC(=O)CSc1nc(-c2ccccc2)c(-c2ccccc2)o1	-8	-9	1	i	0.2	-1.5%	4%	14	687	-1%	-0.6%	-2%
CCOC(=O)c1ccc(S(=O)(=O)Nc2cc(C(C)(C)C)no2)cc1	2	25	1	i	0.5	0.7%	4%	-3	680	-1%	/	2%
CCOC(=O)N1CCC(NC(=O)C2CCCN(S(=O)(=O)c3cccnc3)C2)CC1 (stereo unspecified)	-19	18	1	i	3.8	5.7%	-1%	-13	629	4%	/	-1%
Cc1ccccc1NC(=O)c1sc(Cl)nc1C	3	16	1	i	0.4	0.6%[50 µM]	10%	-3	663	2%	-1.5%	12%
COc1cc(C(=O)OCCN2CCOCC2)ccc1O	-6	5	1	i	1.0	4.0%	-2%	/	/	13%	0.5%	6%
OC1(c2cccc(C(F)(F)F)c2)CCN(Cc2nnnn2Cc2ccccc2)CC1	1	9	1.1	i	0.1	3.1%	-4%	5	699	1%	2.2%	6%
CCC(=O)Nc1ccc(Br)cn1	-15	-18	1	i	0.3	1.7%	-2%	4	712	-2%	-0.8%	1%
Nc1nnn(CC(=O)N/N=C/C=C/c2ccccc2)n1	/	/	/	i	0.6	-1.7%	4%	0	747	/	/	/
